RTF Ca sens inh – cardiac RTF calcium desensitization; P19429+P45379; IANBD-labeled cardiac RTF, Ca2+ fluorescence; inhibition, % at 7.15 µM; 340,000 tested, 0.12% active; AID 493244;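 active = inhibition above the mean inhibition of all tested compounds plus 3 SD, cut at about 17% in these data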;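 also: assay run at fixed EC70 calcium of 1.6 mM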
PfHsp90 set2 – reduces growth (ATP signal) of yeast expressing P. falciparum Hsp90 | S. cerevisiae expressing PfHsp90, BacTiter-Glo ATP, 48 h; yeast lacking PDR1 and PDR3 efflux regulators | inhibition, % at 9.4 µM | 310,000 tested, 0.32% active | AID 504621;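 active = every replicate shows inhibition above about 80%, whatever the replicate mean, limit read from the data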;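 also: 0% = DMSO neutral controls and 100% = 20 µM radicicol positive controls; yeast relying on Plasmodium falciparum Hsp90 in place of its own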
CDK5 p35 inh – CDK5/p35 (human) kinase inhibition; Recombinant CDK5/p35, ADP-Glo luminescence, 60 min; AID 488839; 330,000 tested, 0.01% active; inhibition, % at 10 µM;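 active = highest replicate inhibition of at least 50% and at least 75% of replicates reaching 50%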;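 also: plate controls were DMSO neutral control for no effect and GW8510 at 10 µM for full effect; many of its hits are not listed in these tables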
RTF Ca sens act – cardiac RTF calcium sensitization; P19429+P45379; IANBD-labeled TnC RTF fluorescence at EC20 calcium; 0% EC20 calcium, 100% full calcium; activation, % at 7.2 µM; AID 493008; 340,000 tested, 0.24% active;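 active = activation above the mean over all tested compounds plus 3 SD, cut at about 30% in these data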;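 also: rise in fluorescence read as greater calcium sensitivity of cardiac thin filaments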
LANA DNA inh – inhibitors of KSHV LANA C-terminal domain DNA binding. MBP-C-LANA/FAM-LBS DNA binding, fluorescence polarization. inhibition, % at 9 µM. 340,000 tested, 0.078% active;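 active = highest replicate inhibition at or above 60% at 9 µM, even if other replicates fall short; inactive = all replicates below 60% inhibition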;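 also: 0% = neutral control wells and 100% = 4 µM acridine orange control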
PvdQ inh – blocks Pseudomonas aeruginosa PvdQ acylase activity; 340,000 tested, 0.063% active; AID 488965; purified PvdQ acylase, fluorescence plate reader; inhibition, % at 10 µM; in the data active = inhibition above about 30%, passing the limit was not always enough;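 also: 0% = vehicle neutral wells and 100% = reference inhibitor wells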
Keap1-Nrf2 PPI – disrupts human Keap1 binding to Nrf2 peptide; inhibition, % at 9.4 µM; Keap1 Kelch-Nrf2 peptide fluorescence polarization, 1536-well; Q14145; 340,000 tested, 0.15% active; in the data active = inhibition above about 12%;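 also: human Keap1 Kelch domain with fluorescein labeled Nrf2 9mer peptide probe; 0% = neutral control wells and 100% = peptide positive control; higher means more block of Keap1 binding to Nrf2 peptide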
Target sequence (Q14145 whole entry, looked up, the tested form may be a part): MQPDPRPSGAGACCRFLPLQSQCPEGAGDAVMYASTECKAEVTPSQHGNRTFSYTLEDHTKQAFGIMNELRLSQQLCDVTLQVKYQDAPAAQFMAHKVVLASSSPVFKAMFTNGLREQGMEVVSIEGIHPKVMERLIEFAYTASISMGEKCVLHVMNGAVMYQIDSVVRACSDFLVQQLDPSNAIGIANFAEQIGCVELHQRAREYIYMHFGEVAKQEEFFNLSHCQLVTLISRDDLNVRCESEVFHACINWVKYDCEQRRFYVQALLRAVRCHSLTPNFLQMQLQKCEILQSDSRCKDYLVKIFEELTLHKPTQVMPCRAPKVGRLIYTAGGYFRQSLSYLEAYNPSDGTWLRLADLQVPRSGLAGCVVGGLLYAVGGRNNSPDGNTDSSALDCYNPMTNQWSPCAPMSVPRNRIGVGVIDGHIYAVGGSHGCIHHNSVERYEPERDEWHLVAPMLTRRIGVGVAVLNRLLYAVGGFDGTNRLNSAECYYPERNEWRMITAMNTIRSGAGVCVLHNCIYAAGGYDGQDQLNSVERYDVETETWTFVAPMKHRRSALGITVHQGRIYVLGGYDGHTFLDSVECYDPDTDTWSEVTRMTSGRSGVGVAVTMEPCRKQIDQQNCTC
dFosB act – mouse delta FosB homodimer activation; P13346; purified delta FosB, TAMRA-CDK5 oligo fluorescence polarization; percent of positive-control signal above neutral wells; activation, % at 25 µM; 340,000 tested, 0.99% active; AID 493131;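 active = mean activation above about 17%, with every replicate also reaching it, limit read from the data, passing the limit was not always enough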;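 also: fluorescence polarization rise as delta FosB binds a TAMRA Cdk5 AP-1 oligo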
Rtt109 HAT inh – inhibitors of Candida albicans Rtt109/Vps75 histone acetyltransferase; Q5AAJ8; purified Rtt109/Vps75, ThioGlo CoA-SH fluorescence, 4 h; inhibition, % at 34.9 µM; 330,000 tested, 0.16% active;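 active = inhibition of at least 50% in every replicate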
Target sequence (Q5AAJ8 whole entry, looked up): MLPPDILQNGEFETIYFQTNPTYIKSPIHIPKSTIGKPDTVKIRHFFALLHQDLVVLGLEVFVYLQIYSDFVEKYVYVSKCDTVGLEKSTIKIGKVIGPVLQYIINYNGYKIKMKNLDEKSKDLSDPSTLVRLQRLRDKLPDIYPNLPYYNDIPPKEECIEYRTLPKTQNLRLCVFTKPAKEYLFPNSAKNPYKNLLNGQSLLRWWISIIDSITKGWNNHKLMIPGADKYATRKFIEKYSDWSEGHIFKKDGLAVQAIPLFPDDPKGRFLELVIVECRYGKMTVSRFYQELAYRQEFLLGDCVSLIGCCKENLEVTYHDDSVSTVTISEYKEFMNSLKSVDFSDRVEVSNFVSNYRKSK
Mot1-301 SUMO – blocks SUMOylation pathway, rescuing yeast Mot1-301 growth; AID 2716; 320,000 tested, 1% active; S. cerevisiae Mot1-301 growth rescue, ATP luminescence, 38.5C; percent above DMSO median, 100 means doubled; growth rescue, % at 18.8 µM;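 active = every valid replicate shows activation above 250% relative to neutral control wells; inactive = the rest, any valid replicate at or below 250%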;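 also: OY570 slx delta 5 strain wells were the positive control but not used for scaling; some compounds called inactive have numbers as strong as hits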
NSD2 inh – blocks human histone methyltransferase NSD2. O96028. NSD2 peptide methylation, AlphaScreen, 120 min. AID 743445. inhibition, % at 12.5 µM. 310,000 tested, 0.54% active; in the data active = inhibition above about 50%
Numbers without * were called inactive; nt = not tested or not shown.

SMILES	RTF Ca sens inh	PfHsp90 set2	CDK5 p35 inh	RTF Ca sens act	LANA DNA inh	PvdQ inh	Keap1-Nrf2 PPI	dFosB act	Rtt109 HAT inh	Mot1-301 SUMO	NSD2 inh
CCc1ccc(C(O)(CNCc2ccccc2)c2ccccc2)cc1 (centres undefined)	-2	-3	0.6	-6	1.3	2	0	-5	4	6	-6
COc1ccc(-c2csc(NC(=O)CCN3C(=O)C4CC=CCC4C3=O)n2)cc1OC (centres undefined)	2	28	0.2	0	-0.6	-15	-5	-4	3	-1	4
CCCCC(=O)Nc1ccc(NC(=S)NC(=O)c2cccs2)cc1OC	-3	0	0.6	6	-0.4	-5	-3	-13	-10	2	nt
Cc1[nH]c2ccccc2c1SCCN	-4	-12	1.4	0	0.1	-9	-6	-2	2	-7	nt
Cc1ccc(NC(=O)CC2Nc3ccccc3NC2=O)cc1Cl (centres undefined)	-1	-4	0.3	4	0.2	-7	-1	-9	1	nt	nt
O=C(NCc1ccccc1)NC(=O)c1ccncc1	-10	15	-1.0	0	1.1	-12	-4	11	0	16	8
CCOC(=O)c1c(NC(=O)c2ccc(-n3cnnn3)cc2)sc2c1CCCC2	1	-2	-1.9	0	0.5	-2	5	-8	8	nt	nt
OC(CCN1CCCCC1)(c1ccccc1)C1C[C@@H]2C=C[C@H]1C2 (some centres undefined)	-6	41	-0.8	5	0.2	-12	-2	-10	1	-19	nt
CC(C)(C)S(=O)(=O)c1cnc(N2CCCCC2)nc1N	-4	-3	1.1	-3	0.1	-8	1	-4	0	-7	-3
O=C(N/N=C/c1ccc(O)cc1)c1cncc(Br)c1	3	-1	1.4	-1	1.2	8	-1	6	6	21	2
CCc1nn(CCCC(=O)NCc2ccco2)c(=O)c2cc3occc3n12	-10	-3	1.1	3	0.5	-12	-4	1	-9	1	-2
Cc1cccc(CSCCNC(=O)COc2ccc(Cl)cc2)c1	-34	-2	0.3	-2	-0.8	2	2	0	17	24	-1
CCOC(=O)c1c(NC(=O)c2cccnc2)sc(C(C)=O)c1C	6	-3	-0.5	2	1.3	-2	5	-19	-8	2	-2
CCCCc1ccc(S(=O)(=O)NCCc2ccncc2)cc1	2	-2	-0.4	-1	2.1	-6	0	-1	7	3	0
C[C@H](O)[C@@]1(O)CC[C@H]2[C@@H]3CC[C@@H]4C[C@H](O)CC[C@]4(C)[C@H]3CC[C@@]21C	5	5	1.0	-5	0.4	-6	-1	-4	-3	9	nt
Cc1ccccc1N(C(=O)c1snc(C(N)=O)c1N)C(C(=O)NC1CCCCC1)c1ccc(O)cc1 (centres undefined)	9	-26	-0.6	4	-1.6	-9	-6	5	-19	-14	-2
COCCn1c(NCc2ccccc2)nc2c1c(=O)[nH]c(=O)n2C	-1	-2	-1.5	2	-0.3	-17	-2	-2	4	4	-1
CCOc1ccc(NC(=O)c2ccc(F)c(S(=O)(=O)N3CCN(c4ccccn4)CC3)c2)cc1	0	1	-0.9	-1	0.9	6	-1	6	23	11	0
C[n+]1ccc(C(=O)NCc2ccccc2)cc1	-6	-7	0.2	-3	-1.1	-13	2	-7	-13	-6	0
O=C(c1ccccc1CCc1ccccc1)N1CCCC1	5	-6	-2.4	2	-0.6	-5	1	-5	3	-10	0

2 compounds drawn at random from those above, as already listed:
SMILES	RTF Ca sens inh	PfHsp90 set2	CDK5 p35 inh	RTF Ca sens act	LANA DNA inh	PvdQ inh	Keap1-Nrf2 PPI	dFosB act	Rtt109 HAT inh	Mot1-301 SUMO	NSD2 inh
CCCCc1ccc(S(=O)(=O)NCCc2ccncc2)cc1	2	-2	-0.4	-1	2.1	-6	0	-1	7	3	0
C[n+]1ccc(C(=O)NCc2ccccc2)cc1	-6	-7	0.2	-3	-1.1	-13	2	-7	-13	-6	0

The list continues.
SMILES	RTF Ca sens inh	PfHsp90 set2	CDK5 p35 inh	RTF Ca sens act	LANA DNA inh	PvdQ inh	Keap1-Nrf2 PPI	dFosB act	Rtt109 HAT inh	Mot1-301 SUMO	NSD2 inh
CC1(C)CC(=O)C2=C(C1)c1c(ccc3ccccc13)NC2c1cc([N+](=O)[O-])cc([N+](=O)[O-])c1O (centres undefined)	2	-24	-1.8	-13	2.2	-9	-5	-12	-6	65	27
CSc1cccc(CN2CCN(CCc3ccccc3)C(CCO)C2)c1 (centres undefined)	-2	-7	0.2	-4	-1.1	-9	-4	-12	0	-5	2
Cc1cccc2cc(C#N)c(N3CCC(O)CC3)nc12	-13	-6	0.6	0	-0.7	4	-6	-7	-2	-8	-2
O=C(O)[C@H](Cc1c[nH]c2ccccc12)Nc1ncccc1[N+](=O)[O-]	2	16	-1.5	2	2.0	-4	-2	0	4	75	3
CCCc1cc(C(=O)Nc2ccc(F)cc2F)no1	-4	6	-3.4	1	0.9	-8	-8	-1	-10	-5	nt
Cc1ccc(OCC(=O)N(C)CC(=O)Nc2ccc(Cl)c(C(F)(F)F)c2)c([N+](=O)[O-])n1	-8	11	1.1	3	-0.2	6	-1	-9	11	124	20
COc1cc(C2NC(=S)NC(C)=C2C(=O)Nc2ccc(C)cc2)ccc1O (centres undefined)	0	-5	0.1	-3	-0.4	-8	-2	1	4	4	1
CN(C)S(=O)(=O)c1ccc(C(=O)NCc2nnc(SCC(=O)NCc3ccco3)o2)cc1	-3	-13	0.8	5	2.1	-9	-3	-4	-2	183	1
COc1ccccc1NC(=S)NC1CCC(CC2CCC(NC(=S)Nc3ccccc3OC)CC2)CC1 (centres undefined)	13	-34	0.6	0	-0.3	-7	-2	-7	12	-18	7
O=C(c1c(F)cccc1F)N(Cc1ccccc1)Cc1ccccc1	-3	-7	-6.8	0	-0.2	-24	-9	-10	4	-9	9
O=C(C[C@H]1C[C@H](C(=O)N2CCOCC2)[C@@]2(CCC3CCCC3)c3[nH]c4cc(-c5ccco5)ccc4c3CCN2C1=O)NCCC1=CCCCC1	1	-13	-0.3	-4	0.5	-2	0	0	-1	nt	nt
O=[N+]([O-])c1ccc2[nH]c3c(c2c1)CCCC3	2	11	-1.3	1	0.2	12	-5	-1	nt	133	-2
Cc1nc(Br)c(Br)c(C)c1Br	-7	-8	0.7	9	0.6	-18	-7	-2	0	14	2
CCCCCc1ccc(-c2cn(CCc3c[nH]c4ccccc34)nn2)cc1	-5	-6	-1.7	7	-0.1	-9	-2	-5	5	100	nt
CCOC(=O)c1cc(S(=O)(=O)NCc2ccc3c(c2)OCO3)cn1C	4	3	-0.3	-5	0.6	-15	-8	-9	-1	-9	-7
CCCn1c(=O)c(C#N)cn(C2CC2)c1=O	-3	16	1.0	3	-0.4	2	3	6	2	-5	0
CCC(CC)NC(=O)Nc1ccc(C)cc1	1	8	0.9	4	0.9	-2	-3	-4	2	0	0
Cc1ccc[n+](CC(=O)N2CCCc3ccccc32)c1	4	-4	-1.6	-5	-1.8	-9	0	1	-2	-2	-5
CCCNC(=O)CC(NS(=O)(=O)c1ccc(Cl)cc1)c1ccco1 (centres undefined)	1	0	1.2	-3	-1.3	1	3	-3	-8	4	16
O=C(O)/C=C(/c1ccccc1)C(F)(F)F	-3	3	-0.4	-1	2.1	-3	0	3	-16	nt	1
Cc1ccc(C(=O)c2ccccc2C(=O)OCC(=O)NCCc2ccccc2)cc1	-6	8	1.1	-1	0.0	-2	5	-10	6	-8	1
O=C(NCC1CCCO1)c1cc(NS(=O)(=O)c2cccs2)cc(NS(=O)(=O)c2cccs2)c1 (centres undefined)	-13	-12	-0.4	4	1.5	-4	-1	-1	-2	0	4
CCc1ccc(OCC2NCCc3cc(OC)c(OC)cc32)cc1 (centres undefined)	-6	12	1.8	0	-3.3	-1	-5	0	-14	46	3
O=C1NC2(CCCCCC2)C(=O)N1Cc1ccc([N+](=O)[O-])cc1	-8	-8	-2.0	-9	-1.6	-1	-1	-1	2	308	0
O=C(Nc1ccc2c(c1)OCO2)C1COc2ccccc2O1 (centres undefined)	16	-16	1.0	-6	0.6	3	-2	-3	8	-5	1
NC(=O)NC(c1ccc(Cl)cc1)c1ccccc1Cl (centres undefined)	-4	-8	-1.1	11	-0.6	-16	-3	-7	-1	-1	-4
COc1ccc(/C=N/NC(=O)c2ccncc2)c(OC)c1	-12	30	-0.7	6	1.3	-16	4	9	14	-12	3
NNC(=S)Nc1ccc(S(=O)(=O)N2CCCCC2)cc1	-5	-13	-1.1	0	-1.4	-6	1	-11	6	1	-62
COc1ccccc1CNCC(=O)Nc1cc(S(=O)(=O)N2CCCCC2)ccc1C	0	7	-1.6	-3	0.0	-1	4	-9	-1	nt	1
COc1cc(/C=N\NC(=O)c2nonc2N)c(OC)cc1Br	-8	-20	-4.2	3	-0.8	1	-3	8	-1	6	0
Cc1ccc(CS/C(Nc2ccccc2C)=C(\C#N)C(N)=O)c(C)c1	6	0	0.4	-10	-0.3	-11	4	-1	4	-3	-3
CCC(C)(C)NC(=O)CN(Cc1ccc2c(c1)OCO2)C(=O)CCC(=O)Nc1nccs1	-10	2	0.3	-2	-1.3	8	1	-10	3	-8	5
O=C(c1cccc(NS(=O)(=O)c2ccc(Br)cc2)c1)N1CCCCC1	-16	-6	-5.1	-2	-0.4	-23	-5	-8	4	12	0
O=C(Cc1ccc(F)cc1)NCCc1cnc[nH]1	-6	3	-1.1	8	-0.4	-12	4	-2	-2	12	1
CCOC(=O)CCC(=O)N1CCOCCOCCN(C(=O)CCC(=O)OCC)CCOCC1	-7	-2	0.3	2	-1.9	-10	-1	6	-12	-5	-1
Cc1cccnc1NC(=O)CSc1nnc(CNC(=O)c2cccc([N+](=O)[O-])c2)n1C	-9	-4	-0.6	-1	0.3	-7	-3	-7	-14	-1	0
COc1ccc([N+](=O)[O-])cc1NS(=O)(=O)Cc1ccccc1	-4	-2	0.2	-4	0.3	-15	-2	-5	12	-1	nt
COc1ccc(CN2CCn3nc(C(=O)NC4CC4)cc3C2=O)cc1	-12	14	-0.3	3	0.6	3	-2	-3	4	6	1
CC1=CC=CC2=NC(=O)CC(C)(C(=O)N(CC(=O)NC3CCCC3)c3ccccc3C)N12 (centres undefined)	-12	4	1.2	8	-0.3	-11	1	2	-4	-4	-5
Cc1c(C(=O)OC(C)C)sc(N)c1C(=O)OC(C)C	1	-16	0.4	-4	-0.7	13	1	-3	-4	22	-2
O=C(CC12CC3CC(CC(C3)C1)C2)Nc1ccc2c(c1)COC2=O	0	45	-0.9	-1	-2.0	-14	-5	-7	8	0	0
O=S1(=O)NC2c3ccccc3CC2O1 (centres undefined)	2	15	-1.5	0	-1.3	2	-4	-7	6	-2	nt
CNC(=O)NC1CCCCc2sccc21 (centres undefined)	-6	14	-0.6	2	1.0	0	-5	1	-1	-6	-2
O=C(O)[C@@H]1Cc2c([nH]c3ccccc23)C2CCC(=O)N21 (some centres undefined)	-11	-1	-1.3	-2	8.6	1	4	-6	1	-2	4
CS(=O)(=O)NNC(=O)Cn1nnc(-c2ccc(OCc3ccccc3Cl)cc2)n1	3	5	-0.4	4	0.1	3	-2	9	-1	147	24

Assay outcomes from PubChem BioAssay.
